Source: PubChem BioAssay
RXFP1 antag – blocks the human relaxin receptor RXFP1; Q9HBX9; HEK293-RXFP1, relaxin-stimulated cAMP HTRF, 30 min; active compounds read low; activity change, negative = inhibition, % at 57.5 µM; hit rate 0.59% among 350,000; AID 1259400;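 active means activity change of -60% or lower, but not beyond a set lower limit; inconclusive means change between -60% and -40%, or beyond the set limit; inactive means change above -40%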; further: on the % scale 0 is the no-effect control and ±100 the full control effect
Target sequence (Q9HBX9 whole entry, looked up): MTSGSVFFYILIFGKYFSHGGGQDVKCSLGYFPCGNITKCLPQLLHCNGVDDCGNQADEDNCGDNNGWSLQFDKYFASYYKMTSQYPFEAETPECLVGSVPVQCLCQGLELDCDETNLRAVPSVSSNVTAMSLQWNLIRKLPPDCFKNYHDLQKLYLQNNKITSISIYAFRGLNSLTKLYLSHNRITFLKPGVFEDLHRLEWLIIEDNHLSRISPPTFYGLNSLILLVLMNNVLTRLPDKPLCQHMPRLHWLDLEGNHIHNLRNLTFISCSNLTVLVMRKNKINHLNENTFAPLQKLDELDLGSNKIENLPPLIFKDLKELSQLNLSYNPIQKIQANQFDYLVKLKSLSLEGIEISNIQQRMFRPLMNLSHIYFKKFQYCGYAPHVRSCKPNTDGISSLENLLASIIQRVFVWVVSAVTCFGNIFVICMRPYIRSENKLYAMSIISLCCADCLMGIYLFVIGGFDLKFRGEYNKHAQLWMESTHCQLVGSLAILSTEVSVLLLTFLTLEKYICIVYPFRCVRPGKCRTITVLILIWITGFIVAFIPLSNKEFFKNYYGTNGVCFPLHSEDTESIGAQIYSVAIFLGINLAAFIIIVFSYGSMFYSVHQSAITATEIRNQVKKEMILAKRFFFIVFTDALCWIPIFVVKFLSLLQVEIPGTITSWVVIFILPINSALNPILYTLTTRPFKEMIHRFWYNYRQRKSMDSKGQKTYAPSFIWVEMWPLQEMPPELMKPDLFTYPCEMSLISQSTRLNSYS
D2 potentiator – positively modulates the human D2 dopamine receptor allosterically. AID 485347. HEK293 T-REx D2, calcium flux, EC20 dopamine potentiation. hit rate 0.34% among 340,000. P14416. potentiation, % at 10 µM;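 active means potentiation over 3 SD above the plate norm, cut at about 30% in these data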; further: 0% is about no effect
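Cells plated with tetracycline inducer and held overnight at 30 C; calcium dye loaded 30–90 min at room temperature; baseline taken, compound added and read 180 s; EC20 dopamine then added and read 180 s.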
D1 potentiator – potentiators of human D1 dopamine receptor; HEK293 TREx D1 cells, calcium flux, dopamine EC20 potentiation; AID 504651; potentiation, % at 10 µM; P21728; hit rate 0.036% among 360,000; in the data active means potentiation above about 30%; further: 0% is about no effect
TRHR enhancer – allosteric enhancers of human TRH receptor; P34981; TRHR cells, fluo-8 calcium fluorescence, EC20 TRH enhancement; enhancement, % at 2 µM; hit rate 0.66% among 360,000; AID 493056; in the data active means enhancement above about 30%; further: 0% is about no effect
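TRHR-expressing cells loaded with fluo-8 calcium dye were read kinetically (ex 480/em 530) during compound addition, then stimulated with an EC20 of TRH (10 nM final). Enhancement of the Gq-mediated intracellular calcium response was scored.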
D1 ag – human D1 receptor agonism; hit rate 1% among 360,000; AID 504660; activation, % at 2 µM; HEK293 T-REx D1 cells, calcium flux, agonist mode; P21728; further: 0% is about no effect
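Tetracycline-induced HEK293 TREx D1 cells, force-coupled to calcium signalling, were dye-loaded with a no-wash calcium kit. Compound was pin-added after a 10 s baseline. Fluorescence was read kinetically at 1 cycle/s for 180 s, with calcium rises flagged as agonism.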
D1 antag – antagonists of human D1 dopamine receptor. hit rate 3.2% among 360,000. HEK293 TREx D1 cells, calcium flux, dopamine EC80; active compounds read low. activity change, negative = inhibition, % at 10 µM. P21728; in the data active means activity change below about -30%; further: on the % scale 0 is the no-effect control and ±100 the full control effect
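Allosteric or orthosteric antagonism assessed as attenuation of the calcium response to EC80 dopamine, added 180 s after compound, in induced HEK293 Trex D1 cells loaded with no-wash calcium dye.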
TRHR agonist – activates the human TRH receptor | P34981 | TRHR cells, calcium flux fluo-8, FDSS agonist mode | activation, % at 2 µM | hit rate 0.18% among 360,000 | AID 493084; further: 0% is about no effect
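TRHR-expressing cells loaded with fluo-8 calcium dye; 23 nL library compound pin-transferred, kinetic FDSS fluorescence (Ex 480/Em 530) recorded about 180 s for agonist-induced calcium release, before a 10 nM TRH EC20 addition for potentiator mode.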
D2 ag – agonists of human D2 dopamine receptor; HEK293 T-REx D2 cells, calcium flux agonist mode; activation, % at 2 µM; hit rate 0.53% among 340,000; AID 485358;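 active means activation over 3 SD above normal in the single-dose calcium agonist read, cut at about 30% in these data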; further: 0% is about no effect
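HEK293 Trex D2 cells, tetracycline-induced, o/n 30 C 5% CO2; no-wash Ca dye, RT 30–90 min; 10-cycle baseline, 23 nl cpd added, kinetic Ca read 180 s; agonist hits = positive Ca response.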
D2 antagonist – D2 dopamine receptor (human) antagonism; P14416; HEK293 TREx D2 cells, calcium flux, dopamine EC80; inhibition, % at 10 µM; hit rate 2% among 340,000; in the data active means inhibition above about 30%; further: 0% is about no effect
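Read-out: kinetic calcium fluorescence (1 cycle/s) in inducible HEK293 T-REx D2 cells after an EC80 dopamine addition that followed 180 s compound preincubation. Loss of the dopamine response indicates antagonism.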
The depositor's hits bear a star; u = inconclusive; x = not tested or not shown; & = joins results of further samples. Unless noted, no stated cut-off is given here; in the data, active means activation above about 30%; inactive means the rest.

SMILES	RXFP1 antag	D2 potentiator	D1 potentiator	TRHR enhancer	D1 ag	D1 antag	TRHR agonist	D2 ag	D2 antagonist
COc1cc(/C=C(\C#N)c2nc3c(s2)CC(C)CC3)ccc1O (stereo unspecified)	x	23	-6	10	36*	-19	38*	6.2	5
O=C(CCCC(=O)N/N=C\c1ccccn1)N/N=C\c1ccccn1	1	11	-3	2	0	5	0.7	1.6	4
CC1CC(C)(C)CC2(C1)NC(=O)N(CC(=O)Nc1c(F)cccc1F)C2=O (stereo unspecified)	0	-3	x	14	10	-3	-0.1	-0.4	-32
Cc1cccc(C)c1NC(=O)CN(C)C(=O)c1ccc(N2C(=O)CCC2=O)cc1	-2	10	0	6	4	-6	0.0	-0.4	11
COc1cc(NC(=O)c2cccs2)c(OC)cc1NC(=O)Cc1ccccc1	-4	x	-11	1	3	8	-0.6	4.2	7
Cc1ccnc(NS(=O)(=O)c2ccc(NC(=O)/C=C/c3cccs3)cc2)n1	-4	-4	7	11	6	7	-0.2	-0.1	-7
CSc1nsc(/C=C/Nc2ccc(F)cc2)c1C#N	-10	-3	-4	-6	4	11	1.2	0.7	4
COc1ccc(NC(=S)NCCCc2ccccc2)cc1	-2	7	-7	0	13	-15	-0.3	-1.2	-5
COc1cc(/C=C/C(=O)OCC(=O)NC(=O)NC(C)C)ccc1OCC#N	-10	3	-4	26	0	11	-0.4	-0.5	46*
Cn1c(=O)[nH]c(=O)c2c1nc(Br)n2Cc1ccccc1Cl	0	-2	0	2	2	-6	0.3	0.2	1
O=C(CSc1nnc(CNC(=O)c2ccccc2F)n1-c1ccccc1)Nc1ccccc1F	-6	-2	-2	20	0	-16	-0.3	0.3	x
Cc1ccc(C(=O)N2CCCC2)cc1S(=O)(=O)Nc1cccc(C)c1C	10	x	0	-3	0	-6	-0.9	x	x
COC(=O)c1cc(=O)n(Cc2ccc3c(c2)OCO3)c(=Nc2ccccc2)s1	-1	4	7	-3	3	-2	-0.7	-0.8	-13
CC(N=Cc1cc([N+](=O)[O-])ccc1O)c1ccccc1 (stereo unspecified)	-7	x	-3	0	9	1	-0.4	x	x
CC(=O)c1c(C)[nH]c(C(=O)N2CCCC(C)C2)c1C (stereo unspecified)	-4	-2	3	5	12	12	-0.4	-0.4	-19
C=C1C2(C(=O)Nc3nccs3)CCC(C2)C1(C)C (stereo unspecified)	-4	7	9	7	5	-12	-0.8	3.4	3
O=c1nc(Nc2ccccc2)oc2ccccc12	-18	-1	-3	-4	1	-2	-0.2	-0.6	-7
COc1ccc(NC(=O)Cc2ccc(NC(=O)N3CCCCc4ccccc43)cc2)c(OC)c1	x	9	-3	3	0	12	0.0	3.3	x
Cc1ccccc1OCC(=O)Nc1cnn(CCCC(=O)O)c1	-2	-15	2	-2	1	4	-0.7	2.6	4
CC(C)(C)NC(=O)C(c1ccc(F)cc1)N(Cc1ccco1)C(=O)Cn1nnc(-c2cccs2)n1 (stereo unspecified)	-6	-22	-8	-8	9	-9	2.3	2.6	-15
C/C(=N\NC(=O)c1cccc(Cl)c1)C1C(=O)c2ccccc2C1=O	10	-2	-4	4	13	-26	-1.1	2.4	10
COc1ccc(S(=O)(=O)Nc2cccc(S(=O)(=O)NC3=NCCC3)c2)cc1[N+](=O)[O-]	-15	-6	-5	-1	0	2	0.5	0.2	10
Nc1nc(SCC(=O)Nc2ccc(OC(F)(F)F)cc2)[nH]c(=O)c1NC(=O)c1ccc(Br)o1	-23	x	9	-4	2	-16	0.9	x	x
COC(=O)C(NC(=O)c1ccco1)(Nc1ccc(Br)cn1)C(F)(F)F (stereo unspecified)	-9	8	-2	-8	3	-3	-0.6	1.2	-10
CC(C)[C@@H](C(=O)NC1CC1)N1C(=O)N2CCc3c([nH]c4ccccc34)[C@@]2(C)C1=O	x	8	-3	13	2	0	0.4	0.2	-4

Next section
SMILES	RXFP1 antag	D2 potentiator	D1 potentiator	TRHR enhancer	D1 ag	D1 antag	TRHR agonist	D2 ag	D2 antagonist
Cc1cccc(C(=O)Nc2ccccc2-c2nc(-c3ccccc3)no2)c1	2	8	-2	7	1	-9	-1.2	-1.3	x
CC1CC1C(=O)OCC(=O)c1c(N)n(C)c(=O)n(C)c1=O (stereo unspecified)	-3	10	-3	5	1	6	-0.2	x	x
O=C(Nc1ccc(S(=O)(=O)Nc2ncccn2)cc1)c1cncc(Br)c1	22	9	-3	5	0	5	0.8	0.3	12
COc1ccc(OC)c(NC(=O)COC(=O)c2ccc(OC)c(S(=O)(=O)N3CCOCC3)c2)c1	-8	-5	2	11	-1	9	0.3	0.3	-9
CCOC(=O)c1ccccc1NC(=O)COC(=O)C(CC(C)C)NC(N)=O (stereo unspecified)	-3	5	-2	41*	2	-2	-0.8	0.7	-11
Cn1c(=O)n(CCc2ccccc2)c(=O)c2c1ncn2Cc1ccccc1	27	12	-3	1	0	-4	-0.6	-0.3	-17
CNC(=O)CSc1nc2nc(C)cc(C)n2n1	-1	-12	2	0	3	11	0.4	0.9	4
COc1ccc(NC(=O)c2c(NCc3ccc(N(C)C)cc3)sc3c2CCC3)cc1	-32	-7	-2	-6	1	2	0.1	-0.5	x
CC(=O)NCCC(=O)Nc1cc(S(=O)(=O)N2CCCCC2)ccc1N1CCCCC1	-4	-1	-7	5	2	22	-0.9	0.8	15
Cc1cc(-c2ccc(C(C)C)c(S(=O)(=O)N3CCC(C)CC3)c2)on1	-10	4	8	0	10	23	1.0	0.8	-1
O=C(COC(=O)c1ccc2c(c1)OCCO2)NCc1ccccc1	-1	-8	4	0	2	19	-0.4	0.2	-10
CCOC(=O)N1CCN(C(=O)CSc2ccc(-c3ccncc3)nn2)CC1	-5	-2	-3	9	-1	11	-0.3	-0.4	7
O=C(O)CCSc1nnc(COc2ccc([N+](=O)[O-])cc2)n1-c1ccccc1	2	4	-2	3	4	0	-0.2	-0.5	-9
NC(=O)COc1ccccc1/C=C1/SC(=O)N(CC(=O)N2CCc3ccccc3C2)C1=O	0	-1	4	4	3	13	0.4	-1.0	4
COc1cccc(NC(=O)Cn2nc(-c3ccncc3)ccc2=O)c1	-9	-10	-4	-6	0	-44*	0.2	0.0	x
CCC(=O)N1c2ccccc2CC1C(=O)NCc1ccccc1C (stereo unspecified)	-9	12	1	6	-1	4	-0.8	0.3	x
COc1ccccc1C(=O)Nc1c(C(=O)N(C)Cc2ccccc2)sc2nc(C)c(Cl)c(C)c12	-9	x	0	-11	1	-6	-1.2	0.6	x
COc1ccc(OC)c(NC(=O)c2nc(S(=O)(=O)Cc3ccccc3)ncc2Cl)c1	-17	-6	-6	-6	3	1	-0.8	0.8	16
Cc1cc(C)n(-c2nc(NC(C)(C)C)nc(NC(C)(C)C)n2)n1	0	-9	-3	-1	0	6	0.8	x	x
Cc1ccc(CCNC(=O)c2ccc(CSCc3ccccc3Cl)o2)cc1	u	-15	-2	3	14	-15	0.9	1.0	x
CC(OC(=O)c1cc2sccc2n1C)C(=O)NCc1ccco1 (stereo unspecified)	-7	4	-3	3	0	5	-0.5	-1.6	-7
Cc1cc2nc(C)n(CCCNC(=O)Nc3cccc4ccccc34)c2cc1C	-16	-19	-6	-7	9	-18	0.1	-1.6	-2
O=C(CSc1nc2c([nH]c3ccccc32)c(=O)n1-c1ccccc1)c1ccccc1	-109*	7	-3	3	1	-5	0.6	-0.1	x
CCN1CCN(CCCNC(=O)c2ccc3c(c2)NC(=O)c2ccccc2S3)CC1	0	-9	4	-2	-1	-11	0.7	0.6	-21
Cc1ccc(C)c(N2CCN(C(=O)c3ccc(N4CCCC4=O)cc3)CC2)c1	-10	-5	-10	16	0	-16	-0.8	-0.3	-4

Profiles, quoted from the list:
`Cc1cc2nc(C)n(CCCNC(=O)Nc3cccc4ccccc34)c2cc1C` across the screens: RXFP1 antag = -16; D2 potentiator = -19; D1 potentiator = -6; TRHR enhancer = -7; D1 ag = 9; D1 antag = -18; TRHR agonist = 0.1; D2 ag = -1.6; D2 antagonist = -2
`NC(=O)COc1ccccc1/C=C1/SC(=O)N(CC(=O)N2CCc3ccccc3C2)C1=O` across the screens: RXFP1 antag = 0; D2 potentiator = -1; D1 potentiator = 4; TRHR enhancer = 4; D1 ag = 3; D1 antag = 13; TRHR agonist = 0.4; D2 ag = -1.0; D2 antagonist = 4

(listing goes on)
SMILES	RXFP1 antag	D2 potentiator	D1 potentiator	TRHR enhancer	D1 ag	D1 antag	TRHR agonist	D2 ag	D2 antagonist
Cc1ccc(CSCC(=O)N2CCN(c3ccc(F)cc3)CC2)cc1	-8&-9	3&-4	-2&-4	5&-5	-2&3	-6&-17	-0.2&0.2	0.2&0.3	-10
Cc1ccc(-n2nc3c(c2NC(=O)c2ccc(Br)o2)CSC3)c(C)c1	14	-2	0	6	1	3	-0.6	-0.9	3
COc1ccc(C2C=C(c3ccccc3)Nc3nc(NC(C)=O)nn32)cc1 (stereo unspecified)	-3	-1&12	0&2	-3&10	0&1	8&21	0.5&-0.6	1.2&-1.0	14
N/C(CSc1ccc(Cl)cc1)=N\NC(=O)c1ccncc1	-11	-1	4	-11	5	12	-0.3	0.1	10
Cc1ccc(-c2nnc(SCc3ccc(C#N)cc3)n2Cc2ccco2)cc1	11	-9	-9	21	1	0	0.2	-1.6	5
Cc1cccc(NC(=S)NNC(=O)c2ccc(Br)o2)c1	28	0	0	-4	3	8	-0.1	-0.9	-7
CCOC(=O)c1c(C2COc3ccccc3O2)csc1NC(=O)c1ccccc1 (stereo unspecified)	5	6	1	0	4	-9	0.7	0.4	-16

Only RXFP1 antag (six entries from above):
canonical_smiles | RXFP1 antag
Cc1ccc(-c2nnc(SCc3ccc(C#N)cc3)n2Cc2ccco2)cc1 | 11
Cc1ccc(-n2nc3c(c2NC(=O)c2ccc(Br)o2)CSC3)c(C)c1 | 14
COc1ccc(C2C=C(c3ccccc3)Nc3nc(NC(C)=O)nn32)cc1 (stereo unspecified) | -3
Cc1cccc(NC(=S)NNC(=O)c2ccc(Br)o2)c1 | 28
N/C(CSc1ccc(Cl)cc1)=N\NC(=O)c1ccncc1 | -11
Cc1ccc(CSCC(=O)N2CCN(c3ccc(F)cc3)CC2)cc1 | -8&-9
